Shn3 inh set2: inhibitors of Schnurri-3 3'UTR reporter in osteoblasts. Clone20 osteoblast Shn3 3'UTR firefly luciferase, 24 h. inhibition, % at 12.5 µM. 360,000 compounds, 0.52% hits;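 active means mean inhibition of at least 75% with every replicate also reaching 75%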;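 further: 0% = median of neutral control wells and 100% = pilot-screen positive control compound; some compounds past the cut are filed as inactive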
CF NFkB block: cystic fibrosis NF-kB activation inhibition; inhibition, % at 5 µM; KKLEB NF-kB-GFP reporter, PAF-induced, GFP fluorescence overnight; 360,000 compounds, 0.86% hits; AID 588850;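 active means at least 50% inhibition at 5 µM, scaled per plate between neutral and stimulator controls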;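 further: PAF is a Pseudomonas aeruginosa culture filtrate used as stimulus; plate controls were PAF-stimulated DMSO wells for no effect and unstimulated DMSO wells for full effect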
NR2E3 ag-1: activates human photoreceptor nuclear receptor NR2E3. inhibition of corepressor binding, % at 4.78 µM. AID 2300. 320,000 compounds, 0.12% hits. GST-NR2E3/biotin-RetCOR TR-FRET, 1536-well. Q9Y5X4;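 active means percent inhibition above the cutoff of mean plus 3 SD of all tested compounds, set per screening campaign, cut at about 20% in these data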;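 further: 0% = DMSO wells and 100% = biotin wells as full block of FRET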
Target sequence (Q9Y5X4 whole entry, looked up): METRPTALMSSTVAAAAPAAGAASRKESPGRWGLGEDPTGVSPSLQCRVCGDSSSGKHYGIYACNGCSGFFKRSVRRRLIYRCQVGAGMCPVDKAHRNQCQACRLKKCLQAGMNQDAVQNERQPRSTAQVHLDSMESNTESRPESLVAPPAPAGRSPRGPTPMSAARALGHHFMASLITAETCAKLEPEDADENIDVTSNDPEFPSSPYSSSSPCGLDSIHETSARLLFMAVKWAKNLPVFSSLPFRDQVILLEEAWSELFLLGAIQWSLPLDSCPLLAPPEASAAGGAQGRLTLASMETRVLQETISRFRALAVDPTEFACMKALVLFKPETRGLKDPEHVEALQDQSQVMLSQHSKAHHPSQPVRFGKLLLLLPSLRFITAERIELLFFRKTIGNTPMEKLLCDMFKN
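system = GST-tagged NR2E3 plus biotinylated RetCOR corepressor | input = 1.35 nM GST-NR2E3 | also added = 7 nM biotin-RetCOR | schedule = 5 h incubation at 4 °C | measured by = TR-FRET with europium anti-GST and streptavidin-D2, 340 nm excitation | read-out = percent loss of FRET ratio relative to control wells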
HIF-2a inh: blocks HIF-2a reporter activity. 786-0 RCC cells HIF-2a reporter, luciferase luminescence, overnight. inhibition, % at 18.8 µM. 360,000 compounds, 0.72% hits;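 active means inhibition of the luminescence signal of 40% or more relative to plate controls, in a single-dose primary screen at 18.75 µM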
MITF TRPM1 inh: MITF TRPM1 promoter inhibition in SK-MEL-5 cells. SK-MEL-5 TRPM1 promoter luciferase, 24 h. inhibition, % at 12.5 µM. 330,000 compounds, 0.83% hits;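 active means mean inhibition across replicates of 60% or more, whatever share of single replicates reaches that level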; further: values of inactives mirror those of a sister screen read the other way
NR2E3 ag-2: activates human NR2E3 receptor. inhibition of corepressor binding, % at 3.98 µM. AID 602229. CHO-S Gal4-NCOR/VP16-NR2E3 two-hybrid, luciferase. Q9Y5X4. 360,000 compounds, 0.35% hits;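 active means inhibition above the mean of all tested compounds plus 3 SD, cut at about 70% in these data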;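 further: 0% = DMSO with NR2E3 transfected cells and 100% = cells lacking NR2E3 construct; higher means lower luciferase signal from less NR2E3 corepressor binding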
Peg3 promoter: Peg3 promoter activity inhibition | AID 588405 | HeLa PEG-Prom luciferase reporter, luminescence, overnight | 360,000 compounds, 1.7% hits | inhibition, % at 20 µM;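 active means inhibition of at least 50% at 20 µM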
TWEAK-Fn14 inh: blocks TWEAK-Fn14 interaction in a reporter cell assay. TWEAK-stimulated Fn14 reporter cells, luciferase luminescence, 8 h. inhibition, % at 10 µM. 360,000 compounds, 2% hits. AID 1159606; in the data active means inhibition above about 50%
hiPSC survival: hiPSC single-cell survival enhancement; ATPlite luminescence; 100% = ROCK inhibitor wells, 0% = DMSO; AID 602274; 360,000 compounds, 0.044% hits; survival enhancement, % at 20 µM; in the data active means survival enhancement above about 18%;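 further: cells exposed to compounds for 16 hours before the ATP read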
KKLEB cytotox: reduces viability of KKLEB cystic fibrosis airway cells; KKLEB CF airway cells viability, ATPlite luminescence, overnight; active compounds read low; cells stimulated with P. aeruginosa culture filtrate; activity change (cytotoxicity), % at 5 µM; 360,000 compounds, 0.36% hits;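 active means corrected activity change at or below -50% at 5 µM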
aDG glyco up: increases alpha dystroglycan glycosylation. Pro5-aDG cells, alpha-DG glycosylation AlphaScreen (IIH6); 0% Pro5, 100% B10-LARGE cell signal. activation, % at 10 µM. 360,000 compounds, 0.22% hits;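 active means activation of at least 8% versus controls, or a plate z-score of at least 8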;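 further: Pro5 are CHO cells carrying HIG-tagged alpha-DG that lacks glycosylation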
Starred values were filed as active, the others as inactive; nt = not tested or not shown.

SMILES | Shn3 inh set2 | CF NFkB block | NR2E3 ag-1 | HIF-2a inh | MITF TRPM1 inh | NR2E3 ag-2 | Peg3 promoter | TWEAK-Fn14 inh | hiPSC survival | KKLEB cytotox | aDG glyco up
CC(=O)c1c(C)[nH]c(C(=O)NCC2CCCCC2)c1C | -11.1 | -8.0 | -0.1 | -130.2 | -40.0 | -36.6 | -84.7 | -12.6 | -0.7 | -0.2 | 0.1
Clc1ccc2[nH]c3c(c2c1)CCc1cn[nH]c1-3 | -3.0 | 5.6 | -0.1 | -136.6 | -12.1 | -6.0 | -82.1 | 8.7 | -0.6 | -4.5 | -0.1
CC1=CC=CC2=NC(=O)CC(C)(C(=O)N(CC(=O)NC3CCCC3)c3ccc(F)cc3)N12 (centres undefined) | 3.6 | -8.1 | 3.3 | 2.3 | -8.5 | -34.9 | -12.4 | 20.0 | -0.1 | 12.3 | -0.1
N#C/C(=C\c1ccc(-c2ccc(C(=O)O)cc2)o1)c1nc2ccccc2[nH]1 | -17.2 | -15.1 | nt | -88.1 | -11.0 | -20.9 | -150.3 | 26.2 | 1.0 | -7.3 | -0.1
CCOC(=O)C1=C(C)N=c2s/c(=C\c3ccncc3)c(=O)n2C1c1ccc2c(c1)OCO2 (centres undefined) | 6.8 | -3.7 | -2.3 | 25.0 | 6.4 | -10.5 | 36.5 | -24.6 | -0.8 | -2.0 | 0.1
CCOc1ccccc1C(=O)NC(C(=O)Nc1cccnc1)C(C)C (centres undefined) | -8.9 | 2.0 | 2.4 | 16.2 | 9.7 | -24.1 | 15.2 | 5.3 | -1.2 | -16.1 | 0.2
Cc1nnc(NC(=O)CSc2nc3[nH]ncc3c(=O)[nH]2)s1 | -3.4 | 5.1 | 3.4 | -3.0 | 0.0 | -3.8 | 6.5 | 1.1 | -1.8 | 8.1 | 0.3
Cn1cc(C(=O)Nc2ccc(Cl)cc2)c(C(F)(F)F)n1 | 12.4 | 7.2 | -1.3 | -18.9 | 22.3 | -11.0 | -12.0 | -1.7 | 1.2 | -14.3 | -0.2
CSc1ncnc2c1ncn2CCCNCCCc1ccccc1 | -13.4 | 3.4 | nt | -6.0 | nt | 0.8 | -0.4 | 9.4 | 5.8 | -1.8 | -0.2
C=CCN(c1ccccc1)S(=O)(=O)c1ccc2c(c1)NC(=O)C(C)S2 (centres undefined) | 10.2 | -12.2 | -1.7 | 13.0 | -3.4 | 9.5 | 6.9 | 1.5 | 0.4 | 11.1 | 0.2
COc1ccc(S(N)(=O)=O)cc1C(=O)OCCCOC(=O)c1cc(S(N)(=O)=O)ccc1OC | -3.6 | -12.0 | -4.3 | -0.3 | -10.4 | -1.1 | 17.6 | -13.2 | -0.3 | -15.7 | -0.2
COc1ccc(OCCOCCN2CCOCC2)cc1 | -18.2 | 1.3 | -2.0 | 3.1 | -2.4 | -5.8 | -4.0 | 5.9 | -2.1 | 3.6 | 0.0
Nc1nonc1C(=O)NCCN=Cc1ccccc1O | -14.2 | -1.2 | -3.2 | 9.6 | -3.8 | -11.6 | -0.3 | 8.1 | -1.6 | 3.0 | -0.2
COc1ccnc2c1c(=O)n(Cc1cccc(F)c1)c(=O)n2C | -7.0 | 3.8 | -2.0 | 16.6 | 5.7 | -7.9 | -0.6 | -5.1 | -0.3 | 1.6 | 0.0
c1cncc(-c2nnc3n2C2(CCCCC2)Cc2ccccc2-3)c1 | -5.0 | -1.3 | 3.0 | 19.2 | 5.7 | 3.8 | 27.8 | -3.6 | -0.4 | 11.1 | 0.0
Nc1nc(-c2ccccc2)c(CCCOc2ccc(NC(=O)CBr)cc2)c(=O)[nH]1 | -2.2 | -16.2 | nt | -5.8 | -1.1 | -16.2 | -7.3 | -1.8 | -0.7 | 5.3 | -0.1
CN(CC(=O)Nc1ccc(Cl)c(C(F)(F)F)c1)C(=O)C1(c2ccccc2)CC1 | 3.0 | 14.4 | -1.8 | 0.6 | -1.3 | 19.7 | 15.9 | -13.7 | -0.3 | -15.5 | 0.1
COc1ccc(C(C)=O)cc1COC(=O)C1CC(=O)N(Cc2ccccc2)C1 (centres undefined) | 7.1 | -7.7 | 2.4 | 4.0 | 13.4 | -8.9 | 8.2 | 2.2 | 0.3 | 7.6 | 0.4
CCN(CC)S(=O)(=O)c1cc(NC(=O)COC(=O)CCc2nc3ccccc3s2)ccc1C | 14.1 | 4.4 | 8.4 | -4.8 | 2.2 | 13.6 | 2.9 | -7.8 | -3.2 | -0.2 | -0.1
CN(Cc1ccccc1)C(=O)COC(=O)c1c[nH]c2ccccc12 | -26.3 | -23.6 | nt | -135.0 | nt | -47.2 | -108.0 | -34.7 | 2.6 | 11.8 | -0.1
O=[N+]([O-])c1ccc(OCCCCCN2CCOCC2)cc1 | 20.1 | -5.3 | 1.5 | 10.8 | -9.5 | 4.3 | 9.8 | -11.6 | -0.2 | -4.2 | -0.1
COc1ccc(S(=O)(=O)NCCc2c[nH]c3ccc(C)cc23)cc1 | -2.7 | 18.9 | nt | 19.8 | 0.8 | 15.0 | 19.7 | -9.0 | -0.1 | 0.2 | -0.1
COc1cccc(/C=C/C(=O)OCC(=O)NCCc2ccccc2)c1 | 2.4 | 14.2 | -3.0 | 8.4 | 5.3 | -25.2 | 13.5 | 8.6 | 1.5 | 8.0 | 0.1
C/C(=N\NC(=O)Cc1ccc(F)cc1)c1ccc(O)cc1 | 10.2 | -9.8 | -1.7 | 15.1 | -6.0 | -9.2 | -2.8 | -1.1 | -0.8 | 11.5 | 0.5
O=c1c(Cc2ccccc2)c(O)ccn1Cc1ccco1 | -27.2 | -19.9 | 1.9 | -6.5 | 0.4 | -16.5 | -21.6 | 5.1 | 1.0 | 16.9 | -0.4
O=C(CCc1nc2ccccc2s1)Nc1cccnc1 | -0.3 | -9.2 | 5.6 | -29.9 | 13.0 | -19.1 | -6.0 | -0.8 | -0.4 | -6.1 | -0.1
CCN1C(=O)CC(N2CCC(C(=O)OC)CC2)C1=O (centres undefined) | -27.6 | -4.7 | 3.8 | 2.9 | -0.4 | -11.5 | 2.0 | -5.9 | -1.1 | 2.0 | -0.2
Cc1cccc(N2CCN(C(=S)c3ccc([N+](=O)[O-])cc3)CC2)c1 | -62.6 | -18.7 | -1.3 | -0.2 | 20.5 | 6.1 | 7.6 | 8.8 | -1.8 | -0.2 | 0.2
CNC(=O)CSc1nc2ccccc2c(=O)n1C1CCCCC1 | 18.5 | 11.4 | 6.1 | 2.1 | 8.1 | -25.6 | 13.2 | 8.6 | -0.2 | -5.4 | 0.0
Cc1noc(C)c1S(=O)(=O)N(CC(=O)NC1CCCC1)c1ccc(C(C)C)cc1 | 2.3 | 0.5 | -0.3 | 2.2 | -0.4 | -10.6 | -3.5 | -9.0 | -0.6 | -0.4 | 0.1
O=C(CN1CCOc2ccccc21)NCc1ccc(Cl)cc1 | -42.0 | -11.3 | 1.7 | -5.2 | 23.8 | -18.2 | 15.1 | 3.9 | -0.3 | 12.5 | -0.1
c1csc(-c2cnc3ccccc3n2)c1 | -42.7 | -7.5 | 2.2 | -251.4 | -38.9 | -81.7 | -232.3 | -13.9 | 1.1 | 7.0 | 0.0
Cc1cc(C)cc(C(=O)NCC(=O)OCC(=O)N(C)c2ccccc2)c1 | 11.5 | 7.8 | 0.2 | 13.3 | -0.9 | 2.2 | 14.5 | -1.1 | -0.8 | 3.8 | -0.2
COCCNC(=S)NNC(=O)c1cc(C2CC2)nc2ccccc12 | 12.1 | -0.2 | nt | 4.3 | 0.9 | -17.4 | 5.3 | -6.3 | -0.4 | 11.0 | 0.5
CC1(C)NC(=O)N(CCOCCOc2cccc(Oc3ccccc3)c2)C1=O | 5.2 | -10.5 | 5.0 | 5.4 | 0.8 | -0.3 | -0.3 | 1.2 | 2.6 | 11.5 | 0.2
C#CCNC(=O)C1=C[C@@H](c2ccccc2)[C@H](CCCO)[C@@H](OCC)O1 | -7.2 | 8.1 | 1.4 | 10.0 | 8.7 | -4.9 | 3.8 | 4.6 | -3.0 | -4.2 | -0.1
CC(=O)C1=C(O)C(=O)N(CC#N)C1c1cccs1 (centres undefined) | 6.7 | 14.4 | -0.6 | 11.9 | -7.6 | 4.1 | 3.6 | -3.8 | 3.1 | -1.1 | -0.2
Cn1c(SCC(=O)c2ccccc2)nnc1-c1cccnc1 | -17.8 | -2.1 | 3.8 | -81.4 | -12.1 | -47.6 | -28.0 | -17.1 | 0.5 | 7.1 | 0.1
COc1cccc(NC(=O)COC(=O)CCC2CCCC2)c1 | -9.2 | -1.4 | 2.1 | 5.2 | 0.7 | 6.2 | -4.6 | 5.0 | 1.3 | -5.2 | 0.0
Clc1ccc(OCCSc2nnnn2C2CCCCC2)cc1 | 8.1 | 12.0 | 3.7 | -151.3 | -19.0 | -72.9 | -143.1 | -32.5 | 0.7 | 8.1 | -0.1

Looked up above:
Entry for O=c1c(Cc2ccccc2)c(O)ccn1Cc1ccco1 in TWEAK-Fn14 inh: 5.1
Entry for O=C(CN1CCOc2ccccc21)NCc1ccc(Cl)cc1 in aDG glyco up: -0.1

Shown with values under each structure: 4 of the compounds above.
Each structure is followed by: Shn3 inh set2, CF NFkB block, NR2E3 ag-1, HIF-2a inh, MITF TRPM1 inh, NR2E3 ag-2, Peg3 promoter, TWEAK-Fn14 inh, hiPSC survival, KKLEB cytotox, aDG glyco up
c1csc(-c2cnc3ccccc3n2)c1
    -42.7, -7.5, 2.2, -251.4, -38.9, -81.7, -232.3, -13.9, 1.1, 7.0, 0.0
Cc1noc(C)c1S(=O)(=O)N(CC(=O)NC1CCCC1)c1ccc(C(C)C)cc1
    2.3, 0.5, -0.3, 2.2, -0.4, -10.6, -3.5, -9.0, -0.6, -0.4, 0.1
CC(=O)C1=C(O)C(=O)N(CC#N)C1c1cccs1 (centres undefined)
    6.7, 14.4, -0.6, 11.9, -7.6, 4.1, 3.6, -3.8, 3.1, -1.1, -0.2
COc1cccc(/C=C/C(=O)OCC(=O)NCCc2ccccc2)c1
    2.4, 14.2, -3.0, 8.4, 5.3, -25.2, 13.5, 8.6, 1.5, 8.0, 0.1

The listing continues.
SMILES | Shn3 inh set2 | CF NFkB block | NR2E3 ag-1 | HIF-2a inh | MITF TRPM1 inh | NR2E3 ag-2 | Peg3 promoter | TWEAK-Fn14 inh | hiPSC survival | KKLEB cytotox | aDG glyco up
CSc1ncnc2[nH]ccc12 | 7.5 | 1.1 | nt | -5.8 | 0.4 | -29.3 | -1.6 | 48.6 | -1.3 | -2.3 | 0.0
C=CCn1c(SCC(=O)NC2CC2)nnc1-c1ccccn1 | 9.8 | -1.2 | 1.6 | 8.4 | -14.7 | -29.5 | -0.9 | -10.5 | -0.3 | 31.0 | -0.2
CC(=NCc1ccco1)C1=C(O)c2ccccc2C1=O | -20.1 | 14.2 | 3.5 | -134.7 | -34.3 | -35.9 | -122.2 | -10.7 | 9.5 | -13.1 | -0.1
Cn1c(=O)c2c(ncn2CC(=O)N2CCCCCC2)n(C)c1=O | -3.8 | 0.0 | -1.7 | 15.0 | -2.5 | -10.8 | 4.3 | -1.2 | -0.1 | -5.8 | -0.2
